HTRA1 inh: inhibitors of human serine peptidase HTRA1; Q92743; inhibition, % at 5.96 µM; hit rate 0.5% among 340,000; recombinant HTRA1, FP-rhodamine activity-based probe, fluorescence polarization; AID 504803; in the data active means inhibition above about 36%;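 further: 0% = enzyme with DMSO and 100% = wells lacking enzyme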
ARFGAP1 inh: inhibitors of rat ARFGAP1; Arfgap1-stimulated ARF1 GTP hydrolysis, GDP FP detection; inhibition, % at 16.5 µM; AID 651572; hit rate 0.26% among 360,000; Q62848;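 active means inhibition above a per-plate limit, mean inhibition of low control wells plus 3 SD, cut at about 25% in these data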;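 further: 0% = DMSO wells with enzyme and 100% = wells lacking Arfgap1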
Target sequence (Q62848 1-136 limits assumed): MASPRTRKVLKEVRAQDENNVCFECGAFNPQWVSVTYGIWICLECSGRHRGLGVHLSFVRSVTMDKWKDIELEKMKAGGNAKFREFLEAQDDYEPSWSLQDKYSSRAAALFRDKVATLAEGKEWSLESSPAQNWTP
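Repeats: one replicate per compound; assay system: rat Arfgap1 catalytic domain, aa 1-136; times: enzyme reaction 120 min at 25 °C after 20 min preincubation; detection: FP of antibody-bound GDP Alexa 633 tracer, ex 620/em 688 nm; benchmarks: high control wells lacking Arfgap1, low control full reaction with DMSO; reagent: human ARF1(Δ1-17)-GTP substrate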
rCAG RNA binder: r(CAG) repeat RNA binding; hit rate 1.3% among 370,000; TO-PRO-1 dye displacement fluorescence; inhibition, % at 3 µM;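 active means inhibition above the plate cutoff, the mean of all test compounds on that plate plus 3 SD, cut at about 35% in these data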;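 further: 0% = DMSO alone and 100% = 100 µM mitoxantrone as full dye displacement; higher means more dye released from RNA so lower well fluorescence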
PG9 Ab binder: binds the HIV-1 gp120 antibody PG9; TR-FRET gp120-PG9 antibody binding; inhibition, % at 6.7 µM; hit rate 0.43% among 360,000; in the data active means inhibition above about 8.5%
NR1D1 modulator: modulators of human Rev-erb alpha DNA binding; hit rate 0.79% among 370,000; Rev-erbα–FITC-DNA binding, fluorescence polarization, 90 min; activity, % at 10 µM;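 active means activity above about 14%, limit read from the data; passing the limit was not always enough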;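 further: 0% = DMSO wells with 35 nM protein and 100% = DMSO wells with 750 nM protein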
Target sequence (P20393 whole entry, looked up): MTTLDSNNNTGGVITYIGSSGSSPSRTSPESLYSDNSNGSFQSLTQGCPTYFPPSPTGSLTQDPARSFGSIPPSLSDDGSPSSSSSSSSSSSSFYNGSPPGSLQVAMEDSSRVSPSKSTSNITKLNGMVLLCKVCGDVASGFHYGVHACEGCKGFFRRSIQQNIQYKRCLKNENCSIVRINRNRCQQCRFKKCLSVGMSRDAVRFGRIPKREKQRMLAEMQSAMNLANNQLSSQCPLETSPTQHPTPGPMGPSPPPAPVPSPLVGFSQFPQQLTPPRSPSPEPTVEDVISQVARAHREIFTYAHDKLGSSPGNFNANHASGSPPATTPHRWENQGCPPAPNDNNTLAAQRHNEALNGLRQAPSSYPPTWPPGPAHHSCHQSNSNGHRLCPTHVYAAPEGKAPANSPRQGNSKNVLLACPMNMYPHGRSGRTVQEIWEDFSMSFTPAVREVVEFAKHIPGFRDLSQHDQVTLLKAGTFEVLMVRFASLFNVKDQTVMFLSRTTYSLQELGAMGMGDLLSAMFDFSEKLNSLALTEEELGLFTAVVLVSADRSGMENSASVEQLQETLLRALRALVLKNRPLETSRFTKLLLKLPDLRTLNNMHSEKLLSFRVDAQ
mABHD4 FP: inhibits mouse alpha/beta hydrolase domain 4; inhibition, % at 8.92 µM; hit rate 0.54% among 370,000; purified mABHD4, FP-Rh probe fluorescence polarization;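 active means inhibition exceeding the mean over every tested compound plus 3 SD, cut at about 30% in these data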;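 further: 0% = plate median of compound wells and 100% = S159A mutant with DMSO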
Target sequence (Q8VD66 whole entry, looked up, the tested form may be a part): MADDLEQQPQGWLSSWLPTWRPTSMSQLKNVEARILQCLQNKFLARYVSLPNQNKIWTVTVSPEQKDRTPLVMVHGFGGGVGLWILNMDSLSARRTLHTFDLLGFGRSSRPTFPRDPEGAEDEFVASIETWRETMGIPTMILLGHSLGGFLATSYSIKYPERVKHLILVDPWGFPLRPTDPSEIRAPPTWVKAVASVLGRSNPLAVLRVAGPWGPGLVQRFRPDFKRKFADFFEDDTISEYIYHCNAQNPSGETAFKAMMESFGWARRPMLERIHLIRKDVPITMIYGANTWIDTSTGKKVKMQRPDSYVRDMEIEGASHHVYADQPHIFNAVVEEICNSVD
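Assay system: wild-type mouse ABHD4 protein; compound: single nominal dose of 8.92 µM, 0.89% DMSO final; schedule: 45 min + 60 min at 25 °C; measured by: FP readout, ex 525 nm / em 598 nm; evaluation: % inhibition of FP-Rh probe binding versus controls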
ASAP1 inh: blocks human ASAP1-stimulated Arf1 GTP hydrolysis; GDP FP detection; hit rate 0.19% among 360,000; inhibition, % at 16.5 µM; in the data active means inhibition above about 25%;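 further: 0% = vehicle with enzyme and substrate and 100% = no enzyme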
NPR2 activator: GC-B (human) receptor activation; HEK293-GC-B cells, CNP EC30, cGMP TR-FRET; 0% at EC30 CNP, 100% saturating CNP; activation, % at 10 µM; hit rate 0.11% among 370,000; AID 1920062;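 active means activation at 10 µM reaching about 35% in either raw or pattern-adjusted values, limit read from the data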
NPR1 activator: GC-A (human) enzyme activation | P16066 | HEK293 GC-A cells, cGMP TR-FRET, EC30 ANP; 0% at EC30 ANP, 100% saturating ANP | activation, % at 10 µM | hit rate 0.14% among 370,000; in the data active means activation above about 40%
SMARCA2 activ: SMARCA2 function activation, primary screen; AID 652017; MG213 cells, MMTV-luciferase reporter, dexamethasone, overnight; hit rate 1% among 370,000; activation, % at 9.1 µM; in the data active means activation above about 7.8%;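 further: 0% = vehicle wells and 100% = reference activator wells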
Starred values were filed as active, the others as inactive. Random draw from the library; 4.4% or so of the library scored in one or more.

Results for O=C(NCC1CCCO1)C(c1ccco1)N(Cc1ccc(F)cc1)C(=O)CN1C(=O)c2ccccc2S1(=O)=O (stereo unspecified) ?
HTRA1 inh: -3; ARFGAP1 inh: -4; rCAG RNA binder: -4; PG9 Ab binder: -2.5; NR1D1 modulator: 0; mABHD4 FP: -2; ASAP1 inh: -6; NPR2 activator: -1; NPR1 activator: 3; SMARCA2 activ: -1

Results for O=C(NNC(=O)c1cccc(S(=O)(=O)N2CCN(c3ccccc3)CC2)c1)c1ccc(Cl)cc1 ?
HTRA1 inh: -15; ARFGAP1 inh: 25*; rCAG RNA binder: 5; PG9 Ab binder: -0.3; NR1D1 modulator: 7; mABHD4 FP: 9; ASAP1 inh: -10; NPR2 activator: -2; NPR1 activator: 1; SMARCA2 activ: -1

What do the screens show for `COc1ccccc1/C=N/Nc1nc(C)c(C(C)=O)s1`?
HTRA1 inh: -4; ARFGAP1 inh: 3; rCAG RNA binder: 2; PG9 Ab binder: -1.7; NR1D1 modulator: -6; mABHD4 FP: 3; ASAP1 inh: 0; NPR2 activator: -6; NPR1 activator: 9; SMARCA2 activ: 1

How did CNC(=O)C(Sc1ccccc1)c1ccccc1 (stereo unspecified) do in these assays?
HTRA1 inh: -1; ARFGAP1 inh: 6; rCAG RNA binder: 2; PG9 Ab binder: -3.1; NR1D1 modulator: -1; mABHD4 FP: -10; ASAP1 inh: -7; NPR2 activator: 6; NPR1 activator: 7; SMARCA2 activ: 3

Results for CCOC(=O)c1cnn(-c2ccccc2)c1-n1cccc1C(=O)C(=O)N(C)C ?
HTRA1 inh: 0; ARFGAP1 inh: 0; rCAG RNA binder: -5; PG9 Ab binder: -0.6; mABHD4 FP: -1; ASAP1 inh: -2; SMARCA2 activ: 5

What do the screens show for `COc1ccc(CC(=O)N2CCN=C2SC)cc1`?
HTRA1 inh: -2; ARFGAP1 inh: 15; rCAG RNA binder: 0; PG9 Ab binder: 0.5; NR1D1 modulator: -2; mABHD4 FP: -5; ASAP1 inh: 2; NPR2 activator: 2; NPR1 activator: -1; SMARCA2 activ: 0

How did Cc1c(C)n(Cc2ccc(Cl)cc2)c2ccc(C(=O)NCCCN3CCOCC3)cc12 do in these assays?
HTRA1 inh: -7; ARFGAP1 inh: -4; rCAG RNA binder: 0; PG9 Ab binder: 1.1; NR1D1 modulator: 3; mABHD4 FP: 13; ASAP1 inh: 7; NPR2 activator: 6; NPR1 activator: 1; SMARCA2 activ: -4

What do the screens show for `COc1ccc(C2=Nc3ccccc3N(C(=O)c3ccc4ncccc4c3)C2C(=O)NC(C)(C)C)cc1` (stereo unspecified)?
ARFGAP1 inh: -8; rCAG RNA binder: 6; PG9 Ab binder: -1.1; NR1D1 modulator: 1; mABHD4 FP: 1; ASAP1 inh: 9; NPR2 activator: -10; NPR1 activator: -1; SMARCA2 activ: 3

Results for COc1cccc(CN(C)CCCn2cnc3c(SC)ncnc32)c1 ?
HTRA1 inh: 0; ARFGAP1 inh: 4; rCAG RNA binder: -2; PG9 Ab binder: -1.0; NR1D1 modulator: 7; mABHD4 FP: 2; ASAP1 inh: -3; NPR2 activator: -1; NPR1 activator: 0; SMARCA2 activ: -6

How did C=CC[n+]1c(C)csc1Nc1ccc(C(=O)O)cc1 do in these assays?
HTRA1 inh: 1; ARFGAP1 inh: 8; rCAG RNA binder: 3; PG9 Ab binder: -2.8; NR1D1 modulator: -3; mABHD4 FP: 2; ASAP1 inh: -9; NPR2 activator: -3; NPR1 activator: -2; SMARCA2 activ: 0

How did COc1ccc(S(=O)(=O)N2CCCC(C(=O)NCC3CCCO3)C2)cc1Cl (stereo unspecified) do in these assays?
HTRA1 inh: 0; ARFGAP1 inh: -12; rCAG RNA binder: -4; PG9 Ab binder: -4.0; NR1D1 modulator: 6; mABHD4 FP: 2; ASAP1 inh: 3; NPR2 activator: 4; NPR1 activator: 0; SMARCA2 activ: 4

What do the screens show for `COc1ccc(CN(C(=O)c2cnccn2)C(C(=O)Nc2ccc(F)cc2)c2ccccc2)cc1` (stereo unspecified)?
HTRA1 inh: -18; ARFGAP1 inh: -1; rCAG RNA binder: -6; PG9 Ab binder: -2.2; NR1D1 modulator: 5; mABHD4 FP: 5; ASAP1 inh: 22; NPR2 activator: -12; NPR1 activator: -15; SMARCA2 activ: -2

What do the screens show for `CC1CN(C(=O)c2cc(F)c(F)cc2Cl)CC(C)O1` (stereo unspecified)?
HTRA1 inh: 4; ARFGAP1 inh: 6; rCAG RNA binder: 3; PG9 Ab binder: 0.2; NR1D1 modulator: 2; mABHD4 FP: -6; ASAP1 inh: -1; NPR2 activator: -2; NPR1 activator: 3; SMARCA2 activ: -2

What do the screens show for `COc1ccc(-c2nonc2NC(=O)c2oc3ccccc3c2C)cc1OC`?
HTRA1 inh: -9; ARFGAP1 inh: 13; rCAG RNA binder: 5; PG9 Ab binder: -0.1; NR1D1 modulator: -4; mABHD4 FP: 0; ASAP1 inh: 15; NPR2 activator: -8; NPR1 activator: 0; SMARCA2 activ: 2

What do the screens show for `COc1cc(CC(=O)Nc2nccs2)cc(OC)c1OC`?
HTRA1 inh: 3; ARFGAP1 inh: -3; rCAG RNA binder: 1; PG9 Ab binder: 0.7; NR1D1 modulator: -4; mABHD4 FP: 1; ASAP1 inh: -7; NPR2 activator: -2; NPR1 activator: 1; SMARCA2 activ: 0

What do the screens show for `CCCCC(=O)N1CCN(c2nc3ccc(Cl)cc3s2)CC1`?
HTRA1 inh: 4; ARFGAP1 inh: 7; rCAG RNA binder: -8; PG9 Ab binder: -1.2; NR1D1 modulator: -8; mABHD4 FP: 1; ASAP1 inh: 8; NPR2 activator: -2; NPR1 activator: 7; SMARCA2 activ: -3

How did O=S(=O)(Nc1cccc(-c2ccc(N3CCCCCC3)nn2)c1)c1cccc(F)c1 do in these assays?
HTRA1 inh: -62; ARFGAP1 inh: -2; rCAG RNA binder: 14; PG9 Ab binder: -0.5; NR1D1 modulator: 2; mABHD4 FP: -48; ASAP1 inh: 7; NPR2 activator: 9; NPR1 activator: 3; SMARCA2 activ: 6

What do the screens show for `COc1ccc(CCNC(=O)Cn2nc([N+](=O)[O-])c(Br)c2C)cc1OC`?
HTRA1 inh: 0; ARFGAP1 inh: 4; rCAG RNA binder: -1; PG9 Ab binder: 1.8; NR1D1 modulator: -7; mABHD4 FP: 0; ASAP1 inh: 5; NPR2 activator: 2; NPR1 activator: 2; SMARCA2 activ: 0

What do the screens show for `CC(C)CCn1cnc2c(cnn2-c2ccc(Cl)cc2)c1=O`?
HTRA1 inh: 2; ARFGAP1 inh: 9; rCAG RNA binder: 1; PG9 Ab binder: 0.8; NR1D1 modulator: -3; mABHD4 FP: -6; ASAP1 inh: 2; NPR2 activator: -8; NPR1 activator: 6; SMARCA2 activ: 2

How did CN(C)S(=O)(=O)N1CCN(CC(O)COc2ccc(C(=O)c3ccccc3)cc2)CC1 (stereo unspecified) do in these assays?
HTRA1 inh: -1; ARFGAP1 inh: 0; rCAG RNA binder: -4; PG9 Ab binder: -1.7; NR1D1 modulator: 0; mABHD4 FP: -2; ASAP1 inh: 2; NPR2 activator: 2; NPR1 activator: 2; SMARCA2 activ: -2

How did COCCCn1c(=S)[nH]c2c(sc3ccccc32)c1=O do in these assays?
HTRA1 inh: 1; ARFGAP1 inh: -3; rCAG RNA binder: 1; PG9 Ab binder: 8.5; NR1D1 modulator: 1; mABHD4 FP: -1; ASAP1 inh: 2; NPR2 activator: 7; NPR1 activator: 8; SMARCA2 activ: -1

What do the screens show for `CCOC(=O)COc1cccc2c(=O)n(CC(=O)N3CCC(C)CC3)ccc12`?
HTRA1 inh: 3; ARFGAP1 inh: 5; rCAG RNA binder: -2; PG9 Ab binder: 1.3; NR1D1 modulator: -6; mABHD4 FP: 1; ASAP1 inh: 1; NPR2 activator: 4; NPR1 activator: 4; SMARCA2 activ: -2

What do the screens show for `CCn1c(SCC(=O)Nc2ccc(N3CCOCC3)cc2)nnc1-c1ccco1`?
HTRA1 inh: 5; ARFGAP1 inh: -6; rCAG RNA binder: -6; PG9 Ab binder: 0.0; NR1D1 modulator: 1; mABHD4 FP: 2; ASAP1 inh: 10; NPR2 activator: 0; NPR1 activator: -2; SMARCA2 activ: -1

Results for CCOC(=O)CN1C(=O)c2ccccc2C1=O ?
HTRA1 inh: -6; ARFGAP1 inh: -12; rCAG RNA binder: 1; PG9 Ab binder: 0.8; NR1D1 modulator: 0; mABHD4 FP: 1; ASAP1 inh: -5; NPR2 activator: 0; NPR1 activator: -2; SMARCA2 activ: -1

Results for O=C(CSc1ccccn1)Nc1ccc(Br)cn1 ?
HTRA1 inh: 0; ARFGAP1 inh: 3; rCAG RNA binder: 1; PG9 Ab binder: -4.1; NR1D1 modulator: -1; mABHD4 FP: -1; ASAP1 inh: 0; NPR2 activator: -6; NPR1 activator: -3; SMARCA2 activ: 4

How did COc1ccccc1CNC(=O)CC1C(=O)NCCN1C1Cc2ccccc2C1 (stereo unspecified) do in these assays?
HTRA1 inh: 3; ARFGAP1 inh: 3; rCAG RNA binder: 1; PG9 Ab binder: 1.0; NR1D1 modulator: -6; mABHD4 FP: 10; ASAP1 inh: 0; NPR2 activator: -1; NPR1 activator: -3; SMARCA2 activ: -3

What do the screens show for `CN(CCC#N)C(=O)COC(=O)c1ccc2c(c1)C(=O)N(C1CCCCC1)C2=O`?
HTRA1 inh: -3; ARFGAP1 inh: 19; rCAG RNA binder: -6; PG9 Ab binder: -2.2; NR1D1 modulator: 1; mABHD4 FP: 5; ASAP1 inh: 19; NPR2 activator: -3; NPR1 activator: 3; SMARCA2 activ: 1

How did Cc1cc(-c2ccccc2)c2c3c(cn2n1)c(=O)n(C)c(=O)n3C do in these assays?
HTRA1 inh: 2; ARFGAP1 inh: -7; rCAG RNA binder: -1; PG9 Ab binder: 0.0; NR1D1 modulator: -9; mABHD4 FP: 5; ASAP1 inh: 17; NPR2 activator: 3; NPR1 activator: -3; SMARCA2 activ: -2

How did O=[N+]([O-])c1cccc(/C=N/NC2=NS(=O)(=O)c3ccccc32)c1 do in these assays?
HTRA1 inh: -4; ARFGAP1 inh: -14; rCAG RNA binder: 0; PG9 Ab binder: -3.6; NR1D1 modulator: 5; mABHD4 FP: 5; ASAP1 inh: 2; NPR2 activator: -5; NPR1 activator: 1; SMARCA2 activ: 2

How did CCOC1=C2CN(S(=O)(=O)c3ccc(C)cc3)[C@H](c3ccc(CC)cc3)C[C@@H]2N(S(=O)(=O)c2ccc(C)cc2)[C@H](c2ccccc2)C1 do in these assays?
ARFGAP1 inh: 6; rCAG RNA binder: 3; PG9 Ab binder: -0.7; NR1D1 modulator: -5; mABHD4 FP: 3; ASAP1 inh: -4; NPR2 activator: 4; NPR1 activator: 4; SMARCA2 activ: -2

2 compounds picked at random from those above, as already listed:
How did Cc1c(C)n(Cc2ccc(Cl)cc2)c2ccc(C(=O)NCCCN3CCOCC3)cc12 do in these assays?
HTRA1 inh: -7; ARFGAP1 inh: -4; rCAG RNA binder: 0; PG9 Ab binder: 1.1; NR1D1 modulator: 3; mABHD4 FP: 13; ASAP1 inh: 7; NPR2 activator: 6; NPR1 activator: 1; SMARCA2 activ: -4

What do the screens show for `COc1ccc(CN(C(=O)c2cnccn2)C(C(=O)Nc2ccc(F)cc2)c2ccccc2)cc1` (stereo unspecified)?
HTRA1 inh: -18; ARFGAP1 inh: -1; rCAG RNA binder: -6; PG9 Ab binder: -2.2; NR1D1 modulator: 5; mABHD4 FP: 5; ASAP1 inh: 22; NPR2 activator: -12; NPR1 activator: -15; SMARCA2 activ: -2
